CHT allo act: allosteric activators of human choline transporter CHT | Q9GZV3 | CHT-expressing cells, membrane potential dye, choline EC20; active compounds read high; LV-AA mutant CHT in HEK293 cells | B-score at 10 µM | hit rate 0.49% among 310,000 | AID 488977;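 active = initial fluorescence not abnormally high and integrated response B-score, plate-corrected, over 3 SD above library mean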
Target sequence (Q9GZV3 whole entry, looked up): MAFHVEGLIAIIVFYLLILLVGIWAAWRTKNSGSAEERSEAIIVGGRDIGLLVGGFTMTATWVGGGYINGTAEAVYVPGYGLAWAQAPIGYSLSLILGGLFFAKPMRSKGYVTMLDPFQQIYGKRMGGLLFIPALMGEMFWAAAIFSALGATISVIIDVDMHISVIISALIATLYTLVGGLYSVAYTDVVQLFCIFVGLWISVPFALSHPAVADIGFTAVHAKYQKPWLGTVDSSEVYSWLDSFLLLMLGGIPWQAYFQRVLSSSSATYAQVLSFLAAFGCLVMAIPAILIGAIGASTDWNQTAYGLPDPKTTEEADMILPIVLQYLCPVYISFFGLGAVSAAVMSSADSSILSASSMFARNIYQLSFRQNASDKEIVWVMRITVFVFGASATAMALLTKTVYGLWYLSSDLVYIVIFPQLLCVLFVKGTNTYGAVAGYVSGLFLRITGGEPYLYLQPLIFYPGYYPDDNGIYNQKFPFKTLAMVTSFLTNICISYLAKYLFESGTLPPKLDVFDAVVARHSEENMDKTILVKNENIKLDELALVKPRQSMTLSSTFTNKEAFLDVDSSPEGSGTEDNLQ
CHT inh: inhibits the human high affinity choline transporter. Q9GZV3. CHT-expressing cells, membrane potential dye, choline response; active compounds read low. B-score at 10 µM. hit rate 0.86% among 310,000. AID 488975;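 active = B-score over 3 SD under the library average, and starting fluorescence ratio not unusually high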;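 also: choline stimulus applied at its EC90 after an EC20 pre-addition; B-score computed on integrated fluorescence ratio after choline addition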
The depositor's hits bear a star; i = inactive.

Below each SMILES: CHT allo act | CHT inh
- Cc1cccc(N2CCN(C(c3cccs3)c3nnnn3C(C)(C)C)CC2)c1C (centres undefined)
    i | i
- Cc1cc(C)c(C(=O)N2CCCC(CNC(=O)C3(c4ccc(Cl)cc4)CC3)C2)c(=O)[nH]1 (centres undefined)
    i | i
- O=C(CNC(=O)c1ccccc1)N/N=C/c1cccs1
    i | i
- O=C1CC(N2CCCc3ccccc32)C(=O)N1c1ccccc1Cl (centres undefined)
    i | i
- O=S(=O)(Cc1cnc(Cl)s1)c1ccccc1
    i | i
- O=C(CSc1nnc(COc2ccc(Cl)cc2)o1)N1CCN(c2ccccc2)CC1
    i | i
- COC(=O)c1cccc(NC(=S)N2CCN(c3ccccc3F)CC2)c1
    i | i
- CC(C)CCn1c(C(C)O)nc2ccccc21 (centres undefined)
    i | i
- Fc1ccc(-c2nnsc2Sc2ccccn2)cc1
    i | i
- CCOC(=O)C1=C(C)NC2=C(C(=O)CC(C)(C)C2)C1c1coc2ccccc2c1=O (centres undefined)
    i | i

(next part)
Below each SMILES: CHT allo act | CHT inh
- CCCCC(=O)Nc1ccc(NC(=O)CCCC)nc1
    i | i
- O=C(Nc1ncc(Cc2ccccc2)s1)c1cccs1
    i | i
- CCCN(CCC)CCCNC(=O)C(NS(=O)(=O)c1ccc2c(c1)CCC(=O)N2)c1ccccc1 (centres undefined)
    i | i
- CCc1ccc(OCC(=O)NCC(c2ccc(Cl)cc2)N2CCCCC2)cc1 (centres undefined)
    i | i
- NC(=O)C1CCN(C(=O)c2cnn(-c3ccccc3)c2NC(=O)c2ccco2)CC1
    i | i
- CCOC(=O)COc1ccc(Cl)cc1C1NC(=O)NC(C)=C1C(C)=O (centres undefined)
    i | i
- COc1ccc(OC)c(S(=O)(=O)N2CCC(C(=O)NCCc3ccccc3)CC2)c1
    i | i
- FC(F)(F)c1cccc(OCc2noc(-c3ccsc3)n2)c1
    i | i
- Cc1cc(C)cc(N2C(=O)CN(Cc3ccccc3)C2=S)c1
    i | i
- O=C(CN1CCCCCC1)N/N=C/c1cccc(Cl)c1Cl
    i | i

Carrying on:
Below each SMILES: CHT allo act | CHT inh
- O=C1C(=O)N2C(=C1C(=O)N1CCCCCC1)c1ccccc1CC21CCCC1
    i | i
- COc1ccc(N(CC(=O)N2c3ccccc3CC2C)S(=O)(=O)c2c(C)noc2C)cc1 (centres undefined)
    i | i
- O=C(Nc1ccc(Cl)c(Cl)c1)N1CCOCC1
    i | i
- CC1=C/C(=N\OS(=O)(=O)c2ccccc2)C(C(C)C)=CC1=O
    i | i
- Cc1ccc(C(=O)C2CCN(S(=O)(=O)c3ccc(C(=O)O)cc3)CC2)cc1
    i | i
- O=C1c2ccccc2NC(c2ccccc2)N1Cc1ccco1 (centres undefined)
    i | i
- CCOc1ccc(Nc2nc(N3CCCCC3)nc(N3CCCCC3)n2)cc1
    i | i
- Cc1cccc(N(Cc2cc3ccccc3[nH]c2=O)S(=O)(=O)c2ccccc2)c1
    i | i
- COc1ccc(CCC(=O)Nc2cnc3ccccc3c2)cc1
    i | i
- Cc1c(/C=N/n2cnnc2)c2ccccc2n1C
    i | i

Additional structures
Below each SMILES: CHT allo act | CHT inh
- Cc1ccc(-c2csc3ncnc(SCC(=O)Nc4nnc(C)s4)c23)cc1
    i | i
- O=C(NCCN1CCCC1)C1CC(=O)N(C2CCCCC2)C1 (centres undefined)
    i | i
- O=C(NCc1ccc2c(c1)OCO2)C1CC(=O)N(c2ccc(F)cc2)C1 (centres undefined)
    i | i
- O=C(CSc1nccc(=O)[nH]1)N1N=C2/C(=C/c3ccco3)CCCC2C1c1ccco1 (centres undefined)
    i | i
- COC(=O)c1cc(NC(=O)CN2CCN(C(C)=O)CC2)cc(C(=O)OC)c1
    i | i
- Cc1ccc(N2C(=O)N(CC(=O)Nc3ccc(C)c(C)c3)C(=O)C2C)cc1 (centres undefined)
    i | i
- Cc1ccc2c(c1)N(C(=O)CCC(=O)N1CCc3ccccc3C1)CCO2
    i | i
- CC(=O)NC1(C(F)(F)F)C(=O)NC(C)=C1C#N (centres undefined)
    i | i
- COc1ccnc(CSC(N)=Nc2ccccc2C(F)(F)F)c1
    i | i
- O=C(Cn1c(=O)sc2ccccc21)OC(CCl)CCl
    i | i

Other structures
Below each SMILES: CHT allo act | CHT inh
- Cc1cc(C)c(/C=C2\C(=O)Nc3ccccc32)[nH]1
    i | i
- CC12CCC(C/C1=N\OC(=O)c1c(F)cccc1F)C2(C)C (centres undefined)
    i | i
- CCC(=O)Oc1ccc(C(=O)Nc2cccc(C(=O)c3ccccc3)c2)cc1
    i | i
- C=Cn1cc[n+](CC(=O)c2ccc(OC)cc2)c1
    i | i
- CC(=O)c1cc2c(cc1NC(=O)c1ccc(Cl)cc1)OCCO2
    i | i
- COc1ccc(NC(=O)c2ccc(S(=O)(=O)N3CCCCCC3)cc2)c(OC)c1
    i | i
- S=c1[nH]nc(C2CC2c2ccc(Cl)cc2)n1-c1ccc(Cl)cc1 (centres undefined)
    i | i
- O=C(N/C(=C\c1ccc(Cl)cc1)C(=O)N1CCOCC1)c1ccco1
    i | i
- O=C(CNS(=O)(=O)c1cccs1)N1CCCC1
    i | i
- Cc1ccccc1-n1c(O)c(/C=C/C=Nc2ccccc2)c(=O)[nH]c1=O
    i | i

Reformatted with each value named: entries from further up.
> COc1ccc(NC(=O)c2ccc(S(=O)(=O)N3CCCCCC3)cc2)c(OC)c1
  CHT allo act: i	CHT inh: i

> S=c1[nH]nc(C2CC2c2ccc(Cl)cc2)n1-c1ccc(Cl)cc1 (centres undefined)
  CHT allo act: i	CHT inh: i

> O=C(N/C(=C\c1ccc(Cl)cc1)C(=O)N1CCOCC1)c1ccco1
  CHT allo act: i	CHT inh: i

> O=C(CNS(=O)(=O)c1cccs1)N1CCCC1
  CHT allo act: i	CHT inh: i

Later entries:
smiles,CHT allo act,CHT inh
COc1ccc(Cl)c(NCCC(=O)O)c1,i,i
O=C(Nc1ccccc1F)c1ccc2c(c1)OCO2,i,i
Cn1c(=O)c2c(nc(CN3CCOCC3)n2CCCc2ccccc2)n(C)c1=O,i,i
CC(C)(C)NC(=O)Cn1nnc(-c2ccccc2NC(=O)c2ccco2)n1,i,i
O=C(CCCn1c(=O)[nH]c2ccsc2c1=O)N1CCN(Cc2ccc3c(c2)OCO3)CC1,i,i
CCn1nc(NS(=O)(=O)c2ccc(NC(C)=O)cc2)c2cc3ccccc3nc21,i,i
CS(=O)(=O)N(CC(=O)N1CCOCC1)Cc1ccc(Cl)cc1,i,i
CCCN(CC(=O)Nc1ccc(F)c(F)c1F)C(=O)C1=COCCO1,i,i
CCCCOc1ccc(C(=O)Oc2ccc(C)nc2)cc1,i,i
CNc1nc(NC#N)nc(SC)n1,i,i
CCOc1ccc(C(C(=O)NCC2CCCO2)N(Cc2cccs2)C(=O)c2snc(C(N)=O)c2N)cc1 (centres undefined),i,i
O=C(NCCc1ccc(Cl)cc1)C1CCC(CNc2c(N3CCCCC3)c(=O)c2=O)CC1 (centres undefined),i,i
O=S(=O)(c1ccc(Cl)cc1)N1CCN(C(=S)Nc2ccccc2F)CC1,i,i
Cc1ccc2sc(N(CCCN(C)C)C(=O)c3ccc(S(=O)(=O)N(C)C4CCCCC4)cc3)nc2c1C,i,i
Cc1ccc2nc(SCC(=O)Nc3ccc4c(c3)OCO4)nc(=O)n2c1,i,i
COc1ccccc1NC(=O)C1=C(C)Nc2nnnn2C1c1cc(Br)ccc1OC (centres undefined),i,i
Cn1c2c(c(=O)n(C)c1=O)C(c1ccc(Br)cc1)Nc1ccccc1O2 (centres undefined),i,i
CCCCn1c(N)c(N(CCOC)C(=O)c2ccc3c(c2)C(=O)N(c2cc(C)ccc2C)C3=O)c(=O)[nH]c1=O,i,i
CCc1ccc(C2=NN(CCC(=O)NC3CCCCCC3)C(=O)CC2)cc1,i,i
CC1CC2=C(NC(=S)NC2c2ccc(F)cc2)/C(=C/c2ccc(F)cc2)C1 (centres undefined),i,i

Later entries:
smiles,CHT allo act,CHT inh
Cc1ccc(C)c2[nH]c(=O)c(CCNC(=O)C(C)(C)C)cc12,i,i
COc1ccc2c(c1)C(=O)CCC2c1ccccc1 (centres undefined),i,i
Cc1ccn(C(=O)c2cc3ccccc3oc2=O)n1,i,i
COc1ccc(-c2csc(NC(C)c3nc4cc(Cl)c(Cl)cc4n3CCCO)n2)cc1 (centres undefined),i,i
CCO[C@H]1OC(C(=O)O)=C[C@@H](c2ccc(C(F)(F)F)cc2)[C@@H]1CCCO,i,i
O=C(Cn1c(=O)oc2ccccc21)Nc1ccc2c(c1)OCCO2,i,i
O=C1CC(N2CCN(Cc3ccccc3)CC2)C(=O)N1c1ccccc1 (centres undefined),i,i
NNC(=O)c1cc2ccccc2cc1O,i,i
COc1ccc(C(=O)N2CCCCCCC2)cc1OC1CCN(C(C)C)CC1,i,i
O=C(Nc1ccc(S(=O)(=O)N2CCCCCC2)cc1)C1CCCO1 (centres undefined),i,i
CC(C)C(=O)Nc1c(-c2cccs2)c(=O)c2ccccc2n1C,i,i
O=C(CCCC(=O)OCC(Cl)=C(Cl)Cl)Nc1ccccc1F,i,i
Cc1noc(C)c1CSCC(=O)Nc1nc2ccc(Oc3ccccc3)cc2s1,i,i
CC1(C)C(C=C(Cl)Cl)C1C(=O)Nc1ccc(S(=O)(=O)Nc2ncccn2)cc1 (centres undefined),i,-5.1*
COc1c(C)cc(C(=O)C2CCCN(C(=O)c3cccc(-n4cccn4)c3)C2)cc1C (centres undefined),i,i
C=CCNC(=O)C12CC3CC(C1)CC(C(=O)NCC=C)(C3)C2,i,i
COc1ccc(CCCc2n[nH]c(=S)o2)cc1,i,i
CCc1ccccc1N(CC(=O)N1CCc2ccccc2C1)S(C)(=O)=O,i,i
COc1ccc(S(=O)(=O)CCC(=O)N2CC(=O)N(CCc3ccccc3)C(=O)C2)cc1,i,i
Cc1ccc2nc(-c3ccccc3)cc(C(=O)N3CCc4ccccc4C3)c2c1,i,i

(next part)
smiles,CHT allo act,CHT inh
Cc1ccccc1NC(=S)Nc1ccccn1,i,i
CCOc1cc(C)c(Cl)cc1S(=O)(=O)NCc1ccc2c(c1)OCO2,i,i
Cc1ccccc1NC(=O)CSc1ccncc1,i,i
CCOC(=O)C1CCN(C(=O)CN(c2ccc3c(c2)OCO3)S(C)(=O)=O)CC1,i,i
COc1ccc(-c2[nH]nc3c2C(c2ccccc2OC(=O)N2CCOCC2)C(C#N)=C(N)O3)cc1 (centres undefined),i,i
COc1ccc(C(=O)Nc2cccc(-c3nnc(-c4ccco4)o3)c2)cc1,i,i
CCCNC(=O)c1nc(C)n(-c2ccc([N+](=O)[O-])cc2)n1,i,i
COCCNC(=O)c1ccc(C2SCC(=O)N2Cc2ccco2)cc1 (centres undefined),i,i
Cn1c(=O)n(C)c2cc(S(=O)(=O)O)ccc21,i,i
CCCCCCSc1ccc([C@H]2N[C@@](C)(C(=O)OC)[C@H]3C(=O)N(C)C(=O)[C@@H]23)cc1,i,i
COc1ccc(CCNC(=O)CSc2nc3[nH]ncc3c(=O)n2-c2ccccc2Br)cc1OC,i,i
CCOc1ccc(NS(=O)(=O)c2ccc(C(=O)N3CCCC3)cc2)cc1,i,i
CCCCCC(=O)Nc1cccc(C2=NOC3(C2)C[C@H](C(N)=O)N(C(=O)CCCCC)C3)c1 (some centres undefined),i,i
COc1cc2c(cc1NC(=O)COC(=O)[C@@H](NS(=O)(=O)c1cccc(Cl)c1)C(C)C)oc1ccccc12,i,i
Cc1cc(C)n(CC(=O)Nc2ccc([N+](=O)[O-])cc2)n1,i,i
COc1ccc(NC(=O)c2cc([N+](=O)[O-])nn2Cc2ccccc2)c(C)c1,i,i
O=C(NCCSCc1ccccc1)c1cc(S(=O)(=O)N2CCOCC2)ccc1F,i,i
CC(C)(C)c1ccc(C(=O)NNC(=S)NCc2ccco2)cc1,i,i
Cc1ccc(S(=O)(=O)N(CC(=O)Nc2cccnc2)c2cccc(Br)c2)cc1,i,i
CCCCCCN(C(=O)CCCCCN1C(=O)NC(c2ccc(-c3ccccc3)cc2)C(C(=O)OCc2ccccc2)=C1C)C(C(=O)NCCCC)c1ccc(OCC(=O)OC)c(C(=O)OC)c1 (centres undefined),i,i

One compound at a time, as listed above.
Entry for `CCCCCC(=O)Nc1cccc(C2=NOC3(C2)C[C@H](C(N)=O)N(C(=O)CCCCC)C3)c1` (some centres undefined) = CHT allo act = i; CHT inh = i
Entry for `COc1ccc(C(=O)Nc2cccc(-c3nnc(-c4ccco4)o3)c2)cc1` = CHT allo act = i; CHT inh = i

Carrying on:
smiles,CHT allo act,CHT inh
COCc1cc(C)n(CC(=O)Nc2c(C)cccc2C)c(=O)c1C#N,i,i
Cc1cc(C(=O)CCC(=O)NNC(=O)c2ccccc2O)c(C)s1,i,i
S=C(Nc1ccccc1)c1ccccn1,i,i
COc1ccc(-c2csc(NC(=O)c3ccccc3C(=O)O)n2)cc1,i,i
O=C(CCCn1c(SCc2cc(=O)n3cc(Cl)ccc3n2)nc2ccccc2c1=O)NCC1CCCO1 (centres undefined),i,i
Cc1nc2ncnn2c(C)c1Cc1ccc(Cl)cc1F,i,i
O=C(CSCc1nc2ccccc2[nH]1)Nc1ccccc1,i,i
Cc1cc(-c2nnc(CCC(=O)NCCc3ccccc3F)o2)no1,i,i
Cc1cccc(-c2nnc(SC(C)C(=O)N3CCOCC3)o2)c1 (centres undefined),i,i
CCOC(=O)C1=NN(C(=O)COc2ccccc2)C(O)(c2ccc(Cl)cc2)C1 (centres undefined),i,i
Cc1cccc(/C(N)=N/OC(=O)CCc2ccccc2)c1,i,i
COC(=O)c1ccccc1NC(=S)NC(=O)c1cccc2ccccc12,i,i
C=CCn1c(SCc2c(C(=O)OC)sc(N)c2C(=O)OC)nnc1-c1ccc(Br)cc1,i,i

No enrichment for hits. Share with any hit: about 1.5%.
